Screening results (PubChem BioAssay)
TcdB GH inh: TcdB glycohydrolase inhibitors, primary screen, biochemical, single point, plate reader; TcdB glycohydrolase enzymatic assay; 350,000 compounds, 0.24% hits; inhibition, % at 9.99 µM; in the data active = inhibition above about 10%
The depositor's hits bear a star; & = joins results of further samples. An excerpt; count on the stated rates, not on these rows.

molecule	TcdB GH inh
C[C@H]1CN([C@@H](C)CO)C(=O)c2cc(NC(=O)C3CCCCC3)ccc2O[C@H]1CN(C)S(=O)(=O)c1ccc(F)cc1	1.3
CCC(=O)N1CC2(C1)[C@H](c1ccc(-c3ccccc3)cc1)[C@@H](CO)N2S(C)(=O)=O	0.2
Cc1noc(C)c1NC(=O)N(C)C[C@@H]1Oc2ccc(NS(=O)(=O)c3ccc(F)cc3)cc2C(=O)N([C@H](C)CO)C[C@@H]1C	-1.3
COc1ccc(-c2ccc([C@H]3[C@@H](CO)N4CCCCN(S(=O)(=O)c5cccs5)C[C@H]34)cc2)cc1	0.4
C[C@@H]1CN([C@@H](C)CO)S(=O)(=O)c2ccc(-c3cccc(C#N)c3)cc2O[C@H]1CN(C)C(=O)Nc1cc(F)ccc1F	1.1
CCC(=O)N1CCC2(CC1)CN(Cc1nccs1)[C@H](CO)c1c2c2ccc(OC)cc2n1C	1.2
COc1ccc(-c2cnc3c(c2)C(=O)N([C@@H](C)CO)C[C@@H](C)[C@H](CN(C)C(=O)CN(C)C)O3)cc1	1.6
C/C=C/c1cnc2c(c1)C(=O)N([C@H](C)CO)C[C@@H](C)[C@@H](CN(C)S(=O)(=O)c1ccc(F)cc1)O2	0.1
CCOC(=O)C1=CC[C@@H](c2ccc3ccccc3n2)[C@@H]1C(=O)c1ccccc1	-1.1
Cc1noc(C)c1S(=O)(=O)N(C)C[C@H]1Oc2ccc(NS(=O)(=O)c3cccs3)cc2C(=O)N([C@H](C)CO)C[C@H]1C	-0.9
O=S(=O)(c1cccs1)N1CCCCN2[C@@H](CO)[C@@H](c3ccc(-c4ccccc4)cc3)[C@@H]2C1	0.0
CN1CCN(C(=O)C[C@H]2CC[C@@H](NC(=O)Cc3ccccn3)[C@H](CO)O2)CC1	0.0

Structures shown so far that have an aryl methoxy group:
molecule	TcdB GH inh
COc1ccc(-c2ccc([C@H]3[C@@H](CO)N4CCCCN(S(=O)(=O)c5cccs5)C[C@H]34)cc2)cc1	0.4
CCC(=O)N1CCC2(CC1)CN(Cc1nccs1)[C@H](CO)c1c2c2ccc(OC)cc2n1C	1.2
COc1ccc(-c2cnc3c(c2)C(=O)N([C@@H](C)CO)C[C@@H](C)[C@H](CN(C)C(=O)CN(C)C)O3)cc1	1.6

(listing goes on)
molecule	TcdB GH inh
C[C@@H]1CN([C@@H](C)CO)C(=O)c2cccc(NC(=O)C3CC3)c2O[C@@H]1CN(C)CC1CC1	0.9
CCC(=O)N(C)C[C@@H]1Oc2cc(-c3cccc(OC)c3)ccc2S(=O)(=O)N([C@@H](C)CO)C[C@H]1C	0.0
CCCNC(=O)N1[C@H](C#N)[C@H](c2ccc(-c3cccc(OC)c3)cc2)[C@@H]1CO	-0.4
C[C@H](CO)N1C[C@H](C)[C@H](CN(C)C(=O)NC2CCCCC2)Oc2ccc(NC(=O)Nc3ccccc3)cc2C1=O	-0.1
CNC[C@@H]1Oc2c(NC(=O)C3CCCCC3)cccc2C(=O)N([C@@H](C)CO)C[C@H]1C	-0.6
COc1ccc(S(=O)(=O)Nc2ccc3c(c2)C(=O)N([C@H](C)CO)C[C@@H](C)[C@@H](CN(C)Cc2ccccc2)O3)cc1	-3.3
CO[C@H]1CN(C)C(=O)c2cc(NC(=O)c3cccc(F)c3)ccc2OC[C@@H](C)N(CC2CC2)C[C@H]1C	-0.2
C[C@H]1CN([C@@H](C)CO)C(=O)c2cccc(NS(=O)(=O)c3ccccc3)c2O[C@@H]1CN(C)Cc1ccc(-c2ccccc2)cc1	-20
O=C(Cc1ccncc1)NCC[C@H]1CC[C@@H](NC(=O)C2CC2)[C@H](CO)O1	-0.3
C[C@@H]1CCCCO[C@H](CN(C)C(=O)c2ccccc2)[C@H](C)CN([C@H](C)CO)C(=O)c2cc(NC(=O)C3CCCCC3)ccc2O1	0.4
C[C@@H]1CN([C@H](C)CO)C(=O)c2cc(NS(=O)(=O)c3ccccc3)ccc2O[C@@H](C)CCCCO[C@@H]1CN(C)C(=O)NC1CCCCC1	-2.2
CN(C)CCCNC(=O)C[C@@H]1CC[C@@H](NS(=O)(=O)c2ccc(F)cc2)[C@@H](CO)O1	0.6
C/C=C/c1ccc([C@H]2[C@H]3CN(C(=O)c4ccncc4)CC(=O)N3[C@H]2CO)cc1	-0.3
CC(C)NC(=O)Nc1ccc2c(c1)C(=O)N([C@H](C)CO)C[C@@H](C)[C@@H](CN(C)S(=O)(=O)c1ccc(Cl)cc1)OCCCC[C@@H](C)O2	-0.4
O=S(=O)(c1ccccc1F)N1C[C@@H]2N[C@H](C1)C2c1ccc(/C=C/c2ccccc2)cc1 (stereo partly specified)	-1.4&-0.7
COCC#Cc1ccc([C@H]2[C@@H](CO)N3C(=O)CN(C(=O)C4CCCCC4)C[C@H]23)cc1	0.1
C[C@@H]1CN([C@H](C)CO)S(=O)(=O)c2ccc(-c3cccnc3)cc2O[C@@H]1CN(C)C(=O)c1cccc(F)c1	1.1
C[C@@H]1CN([C@@H](C)CO)C(=O)Cc2cc(NC(=O)NC3CCCCC3)ccc2O[C@@H]1CN(C)C(=O)Nc1ccc2c(c1)OCO2	-0.5
CCS(=O)(=O)NCC[C@H]1CC[C@@H](NC(=O)C2CCC2)[C@H](CO)O1	0.4
COc1ccc(NC(=O)Nc2ccc3c(c2)C(=O)N([C@H](C)CO)C[C@H](C)[C@H](CN(C)C(=O)Nc2ccc(F)cc2)OCCCC[C@@H](C)O3)cc1	-0.6
COc1ccc(S(=O)(=O)Nc2cccc3c2O[C@@H](CN(C)S(=O)(=O)c2ccc(OC)cc2)[C@@H](C)CN([C@@H](C)CO)C3=O)cc1	0.7
OC[C@@H]1[C@@H](c2ccc(/C=C/c3ccccc3)cc2)[C@@H]2CN(Cc3ccncc3)CCCCN12	-0.5
C[C@@H]1CN([C@H](C)CO)C(=O)Cc2cc(NS(=O)(=O)c3ccc(Cl)cc3)ccc2O[C@H]1CN(C)CC1CC1	2.1
CS(=O)(=O)N1CC(=O)N2[C@H](C1)[C@H](c1ccc(Br)cc1)[C@@H]2CO	-6.8
C[C@H]1CN([C@@H](C)CO)C(=O)Cc2cc(NS(=O)(=O)c3cn(C)cn3)ccc2O[C@@H]1CN(C)Cc1ccc(-c2ccccc2)cc1	-0.3
O=C(Nc1ccc(F)cc1)N1CC(=O)N2[C@H](CO)[C@@H](c3ccc(-c4ccccc4)cc3)[C@@H]2C1	-1.4
C[C@H]1CN([C@@H](C)CO)C(=O)c2cccc(NC(=O)c3cnccn3)c2O[C@H]1CN(C)S(=O)(=O)c1cccs1	0.6
COc1ccc2c3c([nH]c2c1)[C@@H](CO)N(C(=O)c1ccc(F)cc1)CC31CN(C(=O)CC2CC2)C1	0.5
O=C(c1cccc(F)c1)N1CCCCN2[C@H](CO)[C@@H](c3ccc(-c4ccc(F)cc4)cc3)[C@H]2C1	0.7
CCCNC(=O)C[C@@H]1CC[C@H]2[C@@H](COc3ccc(NC(=O)c4cc(C)on4)cc3C(=O)N2C)O1	0.0
C=CC[C@@]1(C(=O)NCC(O)CO)N=C(c2ccc(OCCCO)cc2)O[C@@H]1c1ccccc1 (stereo partly specified)	-0.2
C[C@H]1CN([C@@H](C)CO)C(=O)c2cc(-c3ccncc3)cnc2O[C@H]1CN(C)C(=O)c1ccc(F)cc1	-0.5
CN1C(=O)c2cc(NC(=O)c3cccc(F)c3)ccc2OC[C@H]2O[C@@H](CC(=O)NCC3CC3)CC[C@H]21	4.9
CN1C[C@H](O)COC[C@@H]2O[C@H](CC(=O)NC3CCC3)CC[C@H]21	0.3
CCC(=O)Nc1ccc2c(c1)OC[C@@H](C)N(C(=O)NC(C)C)C[C@@H](C)[C@H](OC)CN(C)C2=O	-2.2
CC(=O)N[C@@H]1C=C[C@H](CC(=O)NCC2CCCCC2)O[C@@H]1CO	1.1
CCNC(=O)C[C@H]1CC[C@@H]2[C@H](COc3ccc(NC(=O)Nc4ccc(C)cc4)cc3C(=O)N2C)O1	8.8
COCC(=O)N1CC2(C1)[C@H](c1ccccc1)[C@@H](CO)N2C(=O)c1ccccc1	0.7
CO[C@@H]1CN(C)C(=O)c2ccc(NC(C)=O)cc2OC[C@@H](C)N(CC2CC2)C[C@@H]1C	1.2
COc1ccc(NC(=O)N(C)C[C@H]2OCc3cnnn3CCCC(=O)N([C@@H](C)CO)C[C@@H]2C)c(OC)c1	0.5
C/C=C/c1ccc([C@@H]2[C@H](CO)N(C(=O)CC)C23CN(S(=O)(=O)CC)C3)cc1	0.6
CCC(=O)N(C)C[C@@H]1Oc2cc(-c3cccnc3)ccc2S(=O)(=O)N([C@@H](C)CO)C[C@@H]1C	-0.8
COc1ccccc1C(=O)Nc1ccc2c(c1)C(=O)N(C)C[C@@H](OC)[C@@H](C)CN[C@H](C)CO2	-0.5
CCCC(=O)Nc1ccc2c(c1)OC[C@H](C)N(C(=O)c1cccnc1)C[C@H](C)[C@@H](OC)CN(C)C2=O	0.0
CO[C@H]1CN(C)C(=O)c2ccc(NC(=O)Nc3cc(F)ccc3F)cc2OC[C@@H](C)N(C(=O)c2cnccn2)C[C@@H]1C	0.4
C[C@H]1CN([C@@H](C)CO)C(=O)c2cccc(NC(=O)CCCCCC(=O)Nc3ccccc3N)c2O[C@@H]1CN(C)S(=O)(=O)c1ccc(Cl)cc1	-7.1
C[C@H](CO)N1C[C@H](C)[C@@H](CN(C)C)Oc2cc(C#Cc3ccccn3)ccc2S1(=O)=O	0.1
O=C(C[C@@H]1CC[C@@H]2[C@H](COC[C@H](O)CN2C(=O)c2ccccc2F)O1)NCc1ccccc1	-0.1
O=C(C[C@H]1CC[C@H]2[C@@H](COC[C@H](O)CN2C(=O)c2cnccn2)O1)N1CCN(c2ccccc2)CC1	0.3
COc1ccccc1NC(=O)N(C)C[C@@H]1Oc2ncc(C#CCC(C)C)cc2C(=O)N([C@H](C)CO)C[C@@H]1C	-0.1
CC(C)NC(=O)Nc1ccc2c(c1)CC(=O)N([C@@H](C)CO)C[C@H](C)[C@H](CN(C)C(=O)Nc1ccc(C(F)(F)F)cc1)O2	3.6
C[C@@H]1CCCCO[C@@H](CN(C)C)[C@H](C)CN([C@@H](C)CO)C(=O)c2cc(NC(=O)c3ccccc3)ccc2O1	-0.8
C/C=C/c1ccc2c(c1)O[C@@H](CN(C)C(=O)c1cccc(F)c1)[C@H](C)CN([C@H](C)CO)S2(=O)=O	3.6
CC(C)NC(=O)N(C)C[C@@H]1Oc2ccc(NC(=O)Nc3ccc4c(c3)OCO4)cc2C(=O)N([C@@H](C)CO)C[C@H]1C	-0.8
COc1ccc(NC(=O)N(C)C[C@H]2Oc3c(NC(=O)Nc4ccc5c(c4)OCO5)cccc3C(=O)N([C@@H](C)CO)C[C@H]2C)cc1	2.1
C[C@@H]1CN([C@@H](C)CO)C(=O)c2cc(N(C)C)ccc2O[C@@H]1CN(C)C(=O)Nc1ccc(C(F)(F)F)cc1	-3.1
CN1C(=O)c2cc(NC(=O)c3cccc(C(F)(F)F)c3)ccc2OC[C@@H]2O[C@@H](CC(=O)NCCN3CCCC3)CC[C@H]21	1.6
CCC(=O)N(C)C[C@@H]1Oc2cc(C#C[C@@H](C)O)ccc2S(=O)(=O)N([C@H](C)CO)C[C@H]1C	-1.5
C[C@@H]1CN([C@@H](C)CO)C(=O)c2cc(N(C)C)ccc2O[C@H]1CN(C)S(=O)(=O)c1ccc(Cl)cc1	-0.9
C[C@@H]1CN([C@@H](C)CO)C(=O)c2cccc(NC(=O)Nc3ccc(F)cc3)c2O[C@H]1CN(C)C(=O)Nc1ccc2c(c1)OCO2	1.8

5 records picked at random from the list so far, as already listed:
molecule	TcdB GH inh
C/C=C/c1ccc2c(c1)O[C@@H](CN(C)C(=O)c1cccc(F)c1)[C@H](C)CN([C@H](C)CO)S2(=O)=O	3.6
COc1ccccc1NC(=O)N(C)C[C@@H]1Oc2ncc(C#CCC(C)C)cc2C(=O)N([C@H](C)CO)C[C@@H]1C	-0.1
C[C@@H]1CN([C@@H](C)CO)C(=O)c2cccc(NC(=O)Nc3ccc(F)cc3)c2O[C@H]1CN(C)C(=O)Nc1ccc2c(c1)OCO2	1.8
C[C@@H]1CN([C@@H](C)CO)C(=O)c2cc(N(C)C)ccc2O[C@@H]1CN(C)C(=O)Nc1ccc(C(F)(F)F)cc1	-3.1
COc1ccc(NC(=O)N(C)C[C@H]2Oc3c(NC(=O)Nc4ccc5c(c4)OCO5)cccc3C(=O)N([C@@H](C)CO)C[C@H]2C)cc1	2.1

(cont.)
molecule	TcdB GH inh
C[C@H](CO)N1C[C@H](C)[C@H](CN(C)S(=O)(=O)c2ccc(C#N)cc2)Oc2ncc(C#Cc3ccc(C(F)(F)F)cc3)cc2C1=O	-0.7
Cc1noc(C)c1S(=O)(=O)Nc1ccc2c(c1)C(=O)N([C@H](C)CO)C[C@H](C)[C@H](CN(C)S(=O)(=O)c1ccccc1)OCCCC[C@@H](C)O2	1.8
C/C=C/c1ccc([C@H]2[C@@H](CO)N(S(C)(=O)=O)[C@@H]2CN(C)C(=O)CC)cc1	-0.1
O=C(C[C@@H]1CC[C@H]2[C@@H](COC[C@H](O)CN2Cc2cccc(Cl)c2)O1)NCc1cccc(F)c1	-1.5
C[C@H]1CCCCO[C@H](CN(C)C(=O)C2CCCCC2)[C@@H](C)CN([C@@H](C)CO)C(=O)c2cc(NC(=O)Nc3ccccc3)ccc2O1	-1.2
O=C(C[C@@H]1C[C@H]2c3cc(NC(=O)C4CCC4)ccc3O[C@H]2[C@@H](CO)O1)NCc1ccncc1	-1.0
O=C(C[C@@H]1C[C@@H]2c3cc(NC(=O)CC4CC4)ccc3O[C@@H]2[C@@H](CO)O1)NCc1cccc(F)c1	0.1
COc1ccccc1S(=O)(=O)N[C@H]1C=C[C@H](CC(=O)N2CCCCC2)O[C@H]1CO	-6.1
CC(C)NC(=O)N[C@@H]1C=C[C@H](CC(=O)NCCN2CCCC2)O[C@@H]1CO	-1.0
